MRP-1 activ = MRP-1 activation | H69AR cells + doxorubicin, viability rescue, CellTiter-Glo | viability increase, % at 10 µM | hit rate 0.61% among 140,000;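 active means viability gain under doxorubicin at or above a set limit, the compound median plus 3 SD, cut at about 4.7% in these data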;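 further: MRP-1 overexpressing cells given doxorubicin 25 µM after compound pretreatment; 18-22 h compound pretreatment then 72 h with doxorubicin before readout; 0% = doxorubicin-only wells and 100% = vehicle-treated cells without doxorubicin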
Measles CPE = protection of cells from measles virus; hit rate 1.5% among 140,000; Measles virus-infected cells, CPE protection, absorbance; protection (pct of control), % at 4 µM; in the data active means protection mostly above about 24%, no sharp cut-off; inactive means mostly below about 26%; further: some compounds called inactive have numbers as strong as hits
GALR2 blocker = GALR2 (human) receptor antagonism; GALR2-expressing cells, antagonist mode; inhibition, % at 4 µM; hit rate 0.39% among 140,000; O43603; in the data active means inhibition above about 27%;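 further: cells stimulated with galanin 1-16 at roughly its EC80; 0% = agonist challenge control and 100% = basal control without agonist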
Target sequence (O43603 whole entry, looked up): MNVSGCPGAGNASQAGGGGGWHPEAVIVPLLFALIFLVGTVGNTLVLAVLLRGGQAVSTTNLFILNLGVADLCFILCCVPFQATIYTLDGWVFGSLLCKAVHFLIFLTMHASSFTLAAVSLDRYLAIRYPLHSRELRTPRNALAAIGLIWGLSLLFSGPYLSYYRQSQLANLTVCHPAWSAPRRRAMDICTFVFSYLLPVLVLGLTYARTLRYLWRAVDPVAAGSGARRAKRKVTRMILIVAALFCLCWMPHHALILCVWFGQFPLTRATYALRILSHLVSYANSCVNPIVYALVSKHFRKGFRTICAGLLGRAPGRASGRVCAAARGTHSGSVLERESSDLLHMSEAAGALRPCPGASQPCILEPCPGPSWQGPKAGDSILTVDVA
Phagocyt inh = macrophage phagocytosis inhibition; hit rate 0.07% among 110,000; J774A.1 macrophage IgG-bead phagocytosis, imaging; inhibition, % at 5 µM; AID 1029;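 active means inhibition above the mean of the plate negative controls plus 5 SD, cut at about 13% in these data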;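 further: phagocytic index as fraction of beads internalized from green versus red external bead signal; plate controls were DMSO negative control for no effect and cytochalasin-D positive control for full effect; some results beyond the cut were filed as inactive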
E-sel TNF inh = blocks E-selectin expression induced by TNF alpha. inhibition, % at 2 µM. HUVEC TNFa-induced E-selectin immunofluorescence, high content. hit rate 0.71% among 120,000;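 active means inhibition above the batch mean plus 3 SD, and confirmed as a hit on visual image review, cut at about 43% in these data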;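 further: 0% = TNF-stimulated DMSO wells and 100% = unstimulated control wells; not every result past the cut was called active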
Yeast life ext = extends the lifespan of yeast; S. cerevisiae growth with nicotinamide, OD615; deaD strain in restrictive glucose medium; inhibition of the nicotinamide effect, % at 10 µM; hit rate 0.68% among 130,000;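 active means inhibition above a set limit, placed 3 SD over the median of all compounds, cut at about 26% in these data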;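 further: 0% = nicotinamide-treated wells and 100% = cells grown without nicotinamide; some compounds called inactive have numbers as strong as hits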
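Assay system: DeaD-strain S. cerevisiae. Medium: CSMM-D glucose medium, restrictive. Reagent: nicotinamide, 1.5 mM, co-present with compound. Compound: 10 µM single point, 0.25% DMSO. Schedule: culture preincubation 4 h, compound exposure 48 h, both 30 °C. Detection: absorbance at 615 nm.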
NPY-Y2 antag = blocks the human neuropeptide Y Y2 receptor. NPY-Y2 expressing cells, antagonist mode. AID 793. hit rate 0.99% among 140,000. inhibition, % at 2.7 µM; in the data active means inhibition above about 17%;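 further: 0% = vehicle with agonist challenge and 100% = reference antagonist with challenge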
Target sequence (P49146 whole entry, looked up): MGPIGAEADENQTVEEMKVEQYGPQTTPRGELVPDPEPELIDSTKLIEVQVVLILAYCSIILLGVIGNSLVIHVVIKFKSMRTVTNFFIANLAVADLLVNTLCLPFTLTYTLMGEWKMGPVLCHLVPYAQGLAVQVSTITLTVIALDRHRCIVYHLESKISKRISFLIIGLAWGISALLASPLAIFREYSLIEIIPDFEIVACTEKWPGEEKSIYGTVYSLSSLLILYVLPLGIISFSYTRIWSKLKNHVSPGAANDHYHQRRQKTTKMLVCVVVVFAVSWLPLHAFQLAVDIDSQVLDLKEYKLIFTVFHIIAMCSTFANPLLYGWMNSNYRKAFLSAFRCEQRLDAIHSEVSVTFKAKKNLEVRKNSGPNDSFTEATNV
PTEN del growth = suppresses growth of cells with PTEN deletion; HCT116 PTEN-null viability, CellTiter-Glo, 60 h; active compounds read low; viability, % at 10 µM; hit rate 1.2% among 140,000; AID 827;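 active means viability at or below a set limit, 4 SD under the median of all tested compounds, cut at about 3.7% in these data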;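 further: PTEN knockout HCT116 line with beta catenin targeted HCT116 as companion control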
BB579 growth dn = yeast BB579 growth reduction in restrictive medium | inhibition, % at 10 µM | AID 804 | hit rate 0.51% among 140,000 | S. cerevisiae BB579 growth, OD615, 48 h;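 active means inhibition above a set limit, 3 SD over the mean compound inhibition, cut at about 44% in these data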; further: inactives centre near -24
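test system = yeast BB579 (DeaD) | buffer or medium = restrictive CSMM-D medium | doses = single compound dose of 10 µM, 0.25% DMSO final | times = 4 h preincubation and 48 h exposure at 30 °C | technique = culture absorbance at 615 nm | benchmarks = amphotericin B 10 µg/mL, positive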
HCT116 bCat-KO = beta-catenin-lacking colon tumor cell growth suppression; hit rate 1.5% among 140,000; HCT116 beta-catenin knockout viability, CellTiter-Glo, 60 h; active compounds read low; viability, % at 10 µM;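 active means viability at or under a set limit, the compound median less 4 SD, cut at about 6% in these data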;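 further: 0% = Hyamine 1622 control at 20 µM and 100% = untreated cell control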
* = called active by the depositor; · = no result given; & = joins results of further samples. Random draw from the library; overall some 6.1% were active at least once.

SMILES	MRP-1 activ	Measles CPE	GALR2 blocker	Phagocyt inh	E-sel TNF inh	Yeast life ext	NPY-Y2 antag	PTEN del growth	BB579 growth dn	HCT116 bCat-KO
Cc1cc(-n2c(C)cc(C(=O)COC(=O)CN=C3NS(=O)(=O)c4ccccc43)c2C)no1	-1.5	23	-10	-1	4	-13	3	89	-35	89
COc1ccc2c(c1)C(=O)N(c1ccc(C)cc1C)C(=O)C2	-1.3	15	10	1	10	7	1	91	-24	90
O=C(CCCOc1ccc(Cl)cc1)NCC1CCCO1 (stereo not given)	-1.1	2	1	·	13	-22	1	98	-33	95
CN(CCNC(=O)C1CCN(S(=O)(=O)N2CCOCC2)CC1)CCc1ccccc1	-0.6	5	-1	-1	6	-15	2	87	-5	82
CC1CC(C)CN(CCCOc2ccccc2[N+](=O)[O-])C1 (stereo not given)	-2.4	9	-6	-1	-10	6	4	88	-56	80
COC(=O)c1c(NC(=O)C2COc3ccccc3O2)sc2c1CCN(Cc1ccccc1)C2 (stereo not given)	-1.3	7	-5	0	63*	-8	15	99	-12	99
Cc1ccc(C)n1-n1cnc2sc(-c3ccccc3)cc2c1=O	-1.0	5	3	-1	-19	-10	1	77	-77	82
O=C(NNS(=O)(=O)c1ccccc1)c1cc2cc3ccccc3nc2s1	-0.9	5	5	·	-31	-13	1	100	-14	101
CCc1ccc2[nH]c(=O)c(CN(Cc3ccccc3OC)C(=O)Nc3ccccc3OC)cc2c1	-4.4	0	-8	-2	29	-4	4	65	-22	68
Cc1ccc(S(=O)(=O)N2c3cc(C)ccc3OCC2C(C)(C)C)cc1 (stereo not given)	-3.5	0	3	0	·	-1	6	10	-24	8
CSc1nc(-c2ccccc2)cc(C(F)(F)F)c1C#N	0.1	13	-3	-11	·	0	4	89	2	83
CCOC(=O)C1=C(C)N(C)C(=O)NC1c1c(C)nn(-c2ccccc2)c1C (stereo not given)	-1.7	5	-9	1	-15	-7	1	81	7	80
CC(=O)Nc1ccc(NC(=O)c2cccc(C(=O)OC(C)C)n2)cc1	-2.5	4	1	·	18	-26	-1	92	-37	92
Cc1ccc(OCc2nnc(SCC(=O)NCc3ccccc3)n2C)cc1	-0.8	17	14	-1	13	-2	1	93	-23	94
CN(Cc1ccc(O)cc1)C1CCCCC1	-1.1	17	-1	0	·	-4	1	97	-4	85
Nc1nnc(SCCOc2cccc(Br)c2)s1	-1.1	22	1	·	6	-10	5	75	-48	75
CCOC(=O)c1c(-c2ccccc2)oc2ccc(OC(C)=O)cc12	-3.6	14	4	-1	26	-5	1	79	-30	81
COc1ccc(-c2nn(C)c(=O)c3ccccc23)cc1NS(C)(=O)=O	-3.6	6	-9	0	·	-3	0	71	-10	74
Cc1oc(CSCC2CCCO2)cc1C(=O)O (stereo not given)	-1.1	21	0	-2	-12	8	1	106	-11	81
COc1cc(OC)cc(C(=O)N2CCN=C2SCc2cccnc2)c1	-2.2	2	9	0	1	-9	1	92	-16	95
O=C(COC(=O)c1ccccc1O)Nc1cccnc1Cl	1.0	19	9	-4	-24	-6	3	90	-27	93
Cc1cccc(N2Cc3ccccc3C2=NC(=O)c2ccc(Cl)nc2)c1	-1.9	17	7	-1	·	35*	1	87	-3	95
CCC(C)(C)n1nnnc1C(c1ccncc1)N1CCC(C)CC1 (stereo not given)	-1.2	6	12	·	-15	·	6	87	-49	85
CCN(CC)CC(C)OC(=O)c1cc(OC)c(OC)c(OC)c1 (stereo not given)	-0.5	7	3	0	-9	-13	2	90	-27	94
CN1CCC/C1=C/C=C1\SC(=S)NC1=O	-2.5	21	11	-2	·	-2	2	86	-23	100
COc1ccc(S(=O)(=O)n2nc(OC(=O)c3ccccc3)cc2N)cc1	-1.8	8	4	2	4	20	1	101	-38	91
CC(C)Oc1ccc2c(c1)OC(c1ccccc1)(C(F)(F)F)NC2=O (stereo not given)	0.1	6	-4	-3	·	1	0	78	-19	72
CN(C)CCNC(=O)C(=O)NCC1OCCN1S(=O)(=O)c1ccc([N+](=O)[O-])cc1 (stereo not given)	0.1	18	-13	4	0	-1	-2	90	-38	84
O=C(Nc1nc(-c2ccccc2)cs1)c1cccs1	-1.8	1	10	-1	·	-4	2	76	-14	69
CCOC(=O)c1c(NC(=O)c2ccn(CC)n2)sc2c1CCCC2	0.7	14	-9	0	10	-16	2	77	-48	91
Cc1ccc2c(c1)C1CN(C)CCC1N2C(=O)c1ccccc1NS(=O)(=O)c1cccc(C(F)(F)F)c1 (stereo not given)	-3.9	6	-7	·	-57	2	1	73	-21	76
COC(=O)c1nc2n(n1)C(c1ccccc1OC)C1=C(CCCC1=O)N2 (stereo not given)	0.5	0	0	-3	-24	-5	3	102	-9	85
Cc1ccc(-c2ccc(=O)n(CC(=O)NCc3ccco3)n2)cc1	-5.4	26	6	·	-17	-7	3	96	-8	99
O=C(CSc1nnnn1-c1ccccc1)NC(=O)NCc1ccco1	-0.8	18	-2	0	-26	-6	3	105	-25	97
COc1cccc(/C=N/NC(=O)C(=O)N2CCCC2)c1O	5.4*	23	4	·	11	-4	1	77	-5	72
O=C(/C=C/c1ccc(Cl)cc1)NCc1ccco1	-0.1	18*	1	·	46	-7	4	98	11	98
CCOc1ccc(C(=O)O/N=C(\N)c2ccc([N+](=O)[O-])cc2)cc1OCC	-4.0	5	-4	-10	-10	3	0	90	5	91
CSC1=NCCN1C(=O)c1c(F)cccc1F	0.8	6	5	0	·	-6	2	96	-48	99
COc1cc2cc(C(c3nnnn3C3CCCC3)N3CCCCCC3)c(=O)[nH]c2cc1OC (stereo not given)	-1.1	11	1	-1	-21	-7	0	94	-7	98
COc1ccc(-c2csc(N3C(=N)SCC3=O)n2)cc1	-2.1	2	4	·	-8	-13	-2	95	-38	103
COc1cccc(NC(=O)NCCCSC2CCCCC2)c1	-0.7	13	4	-2	-28	-21	1	98	-43	89
Nc1nnc(N2CCCCCC2)s1	-0.7	18	6	·	-8	-13	3	99	3	92
Cc1cc(C)c(NC(=O)c2cc(=O)c3ccccc3o2)c(C)c1	-3.2	8	6	-3	5	0	-3	83	-23	86
COCCn1c(C)cc(C(=O)CSc2nc3ccccc3c(=O)[nH]2)c1C	-5.0	3	6	-1	-5	-13	1	81	-56	91
COc1ccccc1C(c1nnnn1Cc1ccco1)N1CCN(c2cccc(C)c2C)CC1 (stereo not given)	-0.6	4	5	·	-18	·	4	32	-23	23
CCOCCCn1cnc2c([nH]c3cc(OC)ccc32)c1=O	-1.1	14	-10	·	1	-19	2	96	14	94
COc1ccccc1NS(=O)(=O)c1cccc(NC(=O)Cc2cccs2)c1	-1.8	24	4	-9	·	7	1	85	-24	85
Cc1cccc(NC(=O)c2cc3n(n2)C(C(F)(F)F)CC(c2ccc4c(c2)OCO4)N3)c1 (stereo not given)	-2.1	16	0	4	-2	-7	1	35	-48	27
CCC(=O)c1ccc(N2CCCC2)c(F)c1	0.0	7	3	·	-3	·	2	94	-6	81
CCCCc1ccc(NC(=S)NCc2cccnc2)cc1	-2.9	11	9	·	1	1	-1	75	-55	60
COc1cc(NC(=O)N[C@@H](Cc2ccccc2)C(=O)O)cc(OC)c1	-0.5	14	-2	0	-3	4	0	97	-38	96
Cc1cc(=O)n2nc(N3CCCC(C(=O)N4CCc5ccccc54)C3)sc2n1 (stereo not given)	-1.4	8	4	·	13	-11	3	87	-25	80
O=C(Nc1ccc(N2CCCC2)c(Cl)c1)c1ccc2c(c1)OCCO2	0.5	15	16	·	12	·	2	71	-26	64
CC(C)NS(=O)(=O)c1ccc(NC(=O)C(C)Oc2ccc(C(=O)c3ccccc3)cc2)cc1 (stereo not given)	-3.4	11	-15	-6	·	1	3	50	3	46
COc1ccc(-c2cc(-c3ccccc3)nc(N3CCCC3)n2)cc1OC	2.5	2	8	-1	-13	-27	3	77	-58	92
COc1ccc(COc2cc(-c3cccc(OC)c3)nc3ccc(NC(=O)c4ccc(C)cc4)cc23)cc1	-4.1	24	13	·	-19	3	0	18	-39	16
O=C1CC(NNC(=O)c2ccccc2)C(=O)N1 (stereo not given)	-2.1	5	7	-2	7	-10	1	97	-15	92
CC(C)C(NC(=O)c1ccc(C(C)(C)C)cc1)C(=O)OCC(=O)NC(=O)Cc1ccccc1 (stereo not given)	-1.5	7	-2	-3	-9	-1	3	96	-32	96
Cc1nn(Cc2ccccc2)c2sc(C(=O)NCc3cccnc3)cc12	-0.1	2	1	0	6	-20	3	85	8	86
COc1ccc(S(=O)(=O)N(CC(=O)Nc2ccc3c(c2)OCO3)c2ccccc2OC)cc1	-1.9	3	-5	1	-8	4	4	72&61	-35	65

Four structures from above, ordered by SMILES length, largest number first:
SMILES	MRP-1 activ	Measles CPE	GALR2 blocker	Phagocyt inh	E-sel TNF inh	Yeast life ext	NPY-Y2 antag	PTEN del growth	BB579 growth dn	HCT116 bCat-KO
CC(C)C(NC(=O)c1ccc(C(C)(C)C)cc1)C(=O)OCC(=O)NC(=O)Cc1ccccc1 (stereo not given)	-1.5	7	-2	-3	-9	-1	3	96	-32	96
COc1cc(NC(=O)N[C@@H](Cc2ccccc2)C(=O)O)cc(OC)c1	-0.5	14	-2	0	-3	4	0	97	-38	96
COCCn1c(C)cc(C(=O)CSc2nc3ccccc3c(=O)[nH]2)c1C	-5.0	3	6	-1	-5	-13	1	81	-56	91
Nc1nnc(SCCOc2cccc(Br)c2)s1	-1.1	22	1	·	6	-10	5	75	-48	75

(next part)
SMILES	MRP-1 activ	Measles CPE	GALR2 blocker	Phagocyt inh	E-sel TNF inh	Yeast life ext	NPY-Y2 antag	PTEN del growth	BB579 growth dn	HCT116 bCat-KO
Cc1onc(-c2c(Cl)cccc2Cl)c1C(=O)NCc1ccccn1	-0.8	5	-1	2	-34	-10	1	81	-26	91
Cc1cccc(C)c1NC(=O)CSc1nnc(-c2ccco2)c(-c2ccco2)n1	-2.3	21	-2	·	-16	-22	1	80	-8	72
CCOc1cc(-c2c(C#N)c(=O)[nH]c3c2c(C)nn3-c2ccc(F)cc2)ccc1O	-3.8	1	19	0	·	-4	2	90	-35	90
CCCCOC(=O)Nc1ccc2c(C)cc(=O)oc2c1	-2.4	14	-5	·	-12	·	-1	93	-36	80
CCS(=O)(=O)N1CCCC(C(=O)NCCCOC)C1 (stereo not given)	0.5	8	-1	0	·	-2	-2	96	-13	104
Cc1ccc(Nc2nnc(-c3ccc(N4CCOCC4)c([N+](=O)[O-])c3)c3ccccc23)cc1	5.2*	35*	5	-3	·	3	0	56	-42	54
CCOC(=O)CSc1nnc(NCC(=O)OC(C)C)c(=O)[nH]1	-1.5	14	3	-3	-15	-3	-7	110	-2	104
COC(=O)C1=NN(C(=O)c2cccc(Cl)c2)C(O)(C(C)(C)C)C1 (stereo not given)	0.6	22	1	1	·	6	2	95	-16	97
COC(=O)c1ccc(NC(CC(C)C)C(=O)OC)c([N+](=O)[O-])c1 (stereo not given)	-0.6	5	3	-8	-8	-2	7	108	4	97
O=C(Nc1nncs1)c1cccc(S(=O)(=O)N2CCCCC2)c1	-1.7	12	10	·	-13	·	0	89	-33	83
